# KCNQ1 act = potentiators or activators of human KCNQ1 potassium channel; AID 2648; B-score at 10 µM; P51787; 310,000 compounds, 0.35% hits; CHO-K1 KCNQ1, thallium flux FluxOR fluorescence; stronger effect = higher value;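 active means fluorescence ratio B-score, a plate-corrected score, at least three library SD, with initial intensity B-score within 5 SD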
#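 Assay system: CHO-K1 cells stably expressing KCNQ1; Medium: assay buffer with matched DMSO; Also added: K+/Tl+ depolarizing stimulus; Dosing: single dose; Timing: dye 90 min, compound 20 min, room temperature; Measured by: kinetic FluxOR thallium fluorescence, 10-s 1-Hz baseline, 110-s post-stimulus read; Read-out: peak-minus-minimum fluorescence over initial fluorescence, negative-control normalized, B-scored.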
# TMEM16A inh = inhibitors of mouse TMEM16A calcium-activated chloride channel | Q8BHY3 | HEK293 TMEM16A/YFP iodide influx fluorescence, ionomycin | normalized B-score (activity score, 25-100; higher = stronger inhibition) at 10 µM | 310,000 compounds, 1.2% hits;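 active means ratio plate-corrected score three or more library SD toward inhibition, starting fluorescence score within five deviations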;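 further: score derived from kinetic fluorescence span divided by baseline fluorescence per well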
# hERG protect = shields human hERG channel from block by proarrhythmic agents; Q12809; CHO-hERG, FluxOR thallium flux, dofetilide IC70 present; activation (rescue from dofetilide block), less the hit threshold, % at 10 µM; 310,000 compounds, 0.51% hits;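 active means activation above the mean of controls blocked by dofetilide plus 5 SD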;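 further: thallium influx through hERG after potassium depolarization seen as dye fluorescence rise; in these data hits start at about 4.7%; inactives centre near -7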
# TMEM16A act = activates or potentiates the mouse TMEM16A chloride channel; Q8BHY3; HEK293 TMEM16A/YFP-H148Q/I152L, iodide quench fluorescence; stronger effect = lower value; B-score at 10 µM; 340,000 compounds, 0.3% hits;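 active means fluorescence-ratio B-score plate-corrected deviation score at least 3 library SD below zero, with starting fluorescence score within 5 deviations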;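 further: channel opened by trigger with iodide after compound preincubation; score built on the fluorescence ratio of max minus min over baseline; more negative score means more quench and so TMEM16A activation or potentiation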
# RGS4 act = RGS4 potentiation or activation; HEK293 M3R/inducible RGS4, carbachol calcium flux Fluo4; stronger effect = lower value; B-score at 10 µM; 310,000 compounds, 0.92% hits; AID 463111;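 active means B-score of the integrated calcium signal more than 4 SD below the library mean, with starting fluorescence not abnormally high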;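 further: negative B-score means reduced calcium response which marks RGS4 activation or potentiation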
#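 Also added: carbachol at ECmax as muscarinic agonist stimulus; Assay system: HEK293 cells with stable M3R and inducible RGS4; Timing: overnight RGS4 induction, 30 min dye load 37 °C, 20 min compound RT; Measured by: Fluo4-AM (2 µM) calcium-flux fluorescence, kinetic read.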
# KCNK3 block = human KCNK3 channel inhibition, primary screen; O14649; CHO-KCNK3 thallium flux, FluxOR fluorescence; stronger effect = lower value; B-score at 10 µM; 340,000 compounds, 0.84% hits;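 active means B-score under library mean minus 4 SD, starting fluorescence ratio at most library mean plus 5 SD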;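 further: more negative B-score means stronger inhibition of thallium flux through KCNK3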
# RGS4 inh = inhibitors of human RGS4; 310,000 compounds, 0.45% hits; AID 463165; HEK293 M3R/RGS4 inducible, Fluo-4 calcium flux; stronger effect = higher value; triggered by carbachol at its EC20; B-score at 10 µM; P49798;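 active means B-score, a plate-corrected calcium signal, over three deviations above library mean, with baseline fluorescence within five deviations of library mean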;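 further: RGS4 expression induced by doxycycline in cells with stable M3 receptor; B-score is computed from the integrated fluorescence ratio over baseline after carbachol; higher B-score means a larger calcium signal and so more RGS4 inhibition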
# Target sequence (P49798 whole entry, looked up): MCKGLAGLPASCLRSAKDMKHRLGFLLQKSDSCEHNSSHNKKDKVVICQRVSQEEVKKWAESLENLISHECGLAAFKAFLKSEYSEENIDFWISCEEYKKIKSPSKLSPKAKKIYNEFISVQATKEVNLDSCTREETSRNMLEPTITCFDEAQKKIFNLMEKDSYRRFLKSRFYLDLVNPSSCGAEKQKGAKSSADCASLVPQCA
# HDAC3 inhib = human HDAC3 inhibition | recombinant HDAC3, fluorogenic peptide/trypsin coupled, fluorescence | 320,000 compounds, 0.15% hits | O15379 | inhibition, % at 8.3 µM; in the data active means inhibition above about 26%, passing the limit was not always enough; inconclusive means no clear call, values can overlap the other calls
# Target sequence (O15379 whole entry, looked up): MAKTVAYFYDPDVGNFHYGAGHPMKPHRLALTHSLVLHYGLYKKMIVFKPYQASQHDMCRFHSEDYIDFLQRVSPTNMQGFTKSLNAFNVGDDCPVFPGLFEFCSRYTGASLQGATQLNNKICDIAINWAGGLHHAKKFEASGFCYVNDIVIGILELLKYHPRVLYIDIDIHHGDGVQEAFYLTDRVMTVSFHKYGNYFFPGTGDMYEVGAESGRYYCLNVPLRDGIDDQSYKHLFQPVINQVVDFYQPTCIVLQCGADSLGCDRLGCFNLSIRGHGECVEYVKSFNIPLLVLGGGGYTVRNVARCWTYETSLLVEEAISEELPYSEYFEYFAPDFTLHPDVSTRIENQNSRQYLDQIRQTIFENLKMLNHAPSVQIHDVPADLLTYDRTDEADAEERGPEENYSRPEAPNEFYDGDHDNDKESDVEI
# SKKanGAS inh = blocks kanamycin growth of S. pyogenes SKKanGAS strain. AID 1662. 300,000 compounds, 1.3% hits. inhibition, % at 7.5 µM. BacTiter-Glo, 6 h;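 active means mean replicate score, as percent of positive control median, at least 50; inconclusive means mean below 50 but one replicate at or above 50; inactive means mean and every replicate below 50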;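 further: strain carries kanamycin resistance gene driven by streptokinase promoter and grows in 40 µg/ml kanamycin; loss of luminescence reflects streptokinase promoter inhibition or plain growth inhibition; 0% = median of DMSO wells and 100% = positive control at its reference dose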
# KCNQ1 block = blocks the human KCNQ1 potassium channel | 310,000 compounds, 1.3% hits | B-score at 10 µM | CHO-K1 KCNQ1, FluxOR thallium flux fluorescence; stronger effect = higher value | P51787;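 active means compounds whose thallium flux B-score, printed positive for inhibition, exceeds three library SD while starting fluorescence stays within three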;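 further: channel opened by potassium depolarization with thallium stimulus after 20 min compound exposure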
# KCNK9 inh = human KCNK9 channel inhibition. Q9NPC2. HEK293 KCNK9, FluxOR thallium flux fluorescence; stronger effect = lower value. B-score at 10 µM. 310,000 compounds, 1.2% hits. AID 488922;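 active means ratio B-score over 3 SD below the library mean, with starting fluorescence within 5 SD of its mean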;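 further: negative B-score means less thallium flux so channel inhibition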
# Target sequence (Q9NPC2 whole entry, looked up): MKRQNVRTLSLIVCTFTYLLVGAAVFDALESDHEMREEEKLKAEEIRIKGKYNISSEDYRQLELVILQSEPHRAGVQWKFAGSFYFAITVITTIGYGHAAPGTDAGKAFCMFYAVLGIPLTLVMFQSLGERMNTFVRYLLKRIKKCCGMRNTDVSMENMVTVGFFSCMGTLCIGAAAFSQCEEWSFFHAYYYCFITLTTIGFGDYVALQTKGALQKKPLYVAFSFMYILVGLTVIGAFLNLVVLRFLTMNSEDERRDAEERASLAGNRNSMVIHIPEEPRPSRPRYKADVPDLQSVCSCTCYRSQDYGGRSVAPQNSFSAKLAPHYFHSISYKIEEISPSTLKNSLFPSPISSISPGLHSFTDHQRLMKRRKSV
# The depositor's hits bear a star; i = inactive; ? = inconclusive; · = not tested or not shown.
SMILES,KCNQ1 act,TMEM16A inh,hERG protect,TMEM16A act,RGS4 act,KCNK3 block,RGS4 inh,HDAC3 inhib,SKKanGAS inh,KCNQ1 block,KCNK9 inh
CNC(=S)N/N=C/c1ccc(-c2ccc(C(=O)O)cc2)o1,i,i,-17,i,i,i,i,-17,28,i,i
C[C@@H]1C=C[C@](Cc2ccccc2)(C(=O)NCCc2c[nH]c3ccccc23)N1C(=O)c1ccccc1,i,i,-5,i,i,i,i,9,10,i,i
CC12CCC(C(=O)O)(c3nc4cc([N+](=O)[O-])ccc4nc31)C2(C)C (configuration not stated),i,i,-7,i,i,i,i,5,-4,i,i
CC1CCCCN1S(=O)(=O)c1ccc2c(c1)C(C)(C)C(=O)N2C (configuration not stated),i,i,-4,i,i,i,i,5,-2,i,i
Cc1cccc(NC(=O)C2C(C(=O)O)C3C=CC2C32CC2)c1C (configuration not stated),i,i,-9,i,i,i,i,4,-1,i,i
O=C(Nc1ccc(C(=O)N2CCCCC2)cc1)c1ccc(Br)cc1,i,i,-13,i,i,i,i,5,-2,i,i
O=C(CSc1ccc(Cl)cc1)NC1CCCc2ccccc21 (configuration not stated),i,i,-5,i,i,i,i,1,5,i,i
COc1ccc(CNC(=O)c2sc(=S)n(-c3ccccc3)c2N)cc1,i,i,-15,i,i,i,i,1,2,i,i
CCOc1cc2ccccc2cc1C(=O)Nc1ccccn1,i,i,-7,i,i,i,i,-1,-7,i,i
CCn1c(SCc2ccc(C)cc2)nnc1-c1nn(-c2ccccc2)ccc1=O,i,i,-8,i,i,i,i,5,-3,i,i
CCOC(=O)C1=C(c2ccccc2)Nc2ncnn2C1c1cc(OC)ccc1OC (configuration not stated),i,i,-5,i,i,i,i,4,-6,i,i
O=S(=O)(NC1CCCCC1Oc1ccccc1)c1ccccc1 (configuration not stated),i,i,-13,i,i,i,i,-5,3,i,i
CCn1c(NC(=O)c2ccco2)c(-c2ccccc2Cl)c(=O)c2ccccc21,i,i,-11,i,i,i,i,5,-2,i,i
CC(C)(O)C#Cc1ccc(C(=O)N2CCN(c3ccccc3)CC2)cc1,i,i,-9,i,i,i,i,-1,-4,i,i
COc1ccccc1NC(=O)CSc1nnc(-c2ccco2)n1Cc1ccco1,i,i,-13,i,i,i,i,-1,-9,i,i
COc1ccc(Cl)cc1-n1c(C)ccc1C,i,i,-10,i,i,i,i,6,0,i,i
O=C(NCC1CCCO1)C1CCCN1C(=O)Nc1ccccc1[N+](=O)[O-] (configuration not stated),i,i,-1,i,i,i,i,0,2,i,i
Cc1cccc(OCC(=O)NCCNC(=O)c2cnccn2)c1,i,i,-4,i,i,i,i,5,3,i,i
Cc1cc(=O)[nH]c(-c2ccc(C(F)(F)F)cc2)n1,i,i,-6,i,i,i,i,0,5,i,i
COc1ccc(C(=O)CN(C(=O)c2ccc(Cl)cc2)N2C(=O)C3CCCCC3C2=O)cc1 (configuration not stated),i,i,-10,i,i,i,i,0,-2,i,i
Cc1ccc(C(O)c2cccnc2)o1 (configuration not stated),i,i,1,i,i,i,i,-2,0,i,i
CC(NC(=O)CCOc1ccccc1)c1ccccc1 (configuration not stated),i,i,-8,i,i,i,i,-4,-13,i,i
CC(C)C(=O)Nc1ncc(Cc2ccccc2Cl)s1,i,i,1,i,i,i,i,-2,8,i,i
COc1ccc(-c2c(=O)n(OC)c3ccccc3[n+]2[O-])cc1OC,i,i,0,i,i,i,7.2*,8,8,i,i
COc1ccc(/C=C/c2c([N+](=O)[O-])c(=O)n(C)c(=O)n2C)c(OC)c1,i,i,0,i,i,i,i,4,26,i,i

# (cont.)
SMILES,KCNQ1 act,TMEM16A inh,hERG protect,TMEM16A act,RGS4 act,KCNK3 block,RGS4 inh,HDAC3 inhib,SKKanGAS inh,KCNQ1 block,KCNK9 inh
CCCC(C)NC(=O)CN(c1ccc2c(c1)OCCO2)S(=O)(=O)c1ccccc1 (configuration not stated),i,i,-12,i,i,i,i,-2,-6,i,i
CCOC(=O)N1CCC(N2CCCC(C(=O)c3cccc(OC)c3)C2)CC1 (configuration not stated),i,i,-6,i,i,i,i,-3,2,i,i
O=C(c1cc(C(=O)N2CCOCC2)c2nc3ccccc3n2c1)c1cc(Cl)cc(Cl)c1O,i,i,-8,i,i,i,i,6,-12,i,i
O=C(Nc1ccnn1C1CCN(Cc2cc(Cl)ccc2O)CC1)c1cccnc1,i,i,-8,i,i,i,i,4,-2,i,i
Cc1nnc2n(C)c(=O)c3c4c(sc3n12)COC(C)(C)C4,i,i,-7,i,i,i,i,-3,-5,i,i
Cc1ccc(C)n1-n1c(C)nc2scc(-c3ccccc3)c2c1=O,i,i,-3,i,i,i,i,0,26,i,i
COc1ccc(OC)c(C2/C(=C(/O)c3ccccc3)C(=O)C(=O)N2Cc2ccco2)c1 (configuration not stated),i,i,-3,i,i,i,i,4,5,i,i
NC(=O)C1CCN(C(=O)CN2CCCc3ccccc32)CC1,·,i,·,i,·,i,·,4,6,·,·
Cc1cccc(N/C(N)=N/c2nc(C)c(Cc3ccccc3)c(=O)[nH]2)c1,i,i,-10,i,i,i,i,3,1,i,i
Cc1cc(C)cc(NC(=O)COC(=O)c2cc(=O)[nH]c(=O)[nH]2)c1,i,i,-6,i,i,i,i,0,-3,i,i
Cc1sc(N(C(=O)CCc2ccccc2)c2ccc(C(=O)O)cc2)nc1-c1ccccc1,i,25*,-1,i,i,i,i,-1,3,i,i
O=c1cc(CSc2nnc(COc3ccccc3)o2)c2ccccc2[nH]1,i,i,-4,i,i,i,i,-5,-15,i,i
Cc1ccc(NC(=O)C2CCN(S(=O)(=O)c3ccc4c(c3)CCCC(=O)N4)CC2)cc1N(C)C,i,i,-8,i,i,i,i,0,-1,i,i
COc1ccc(C(C(=O)NC(C)(C)C)N(C(=O)CNC(=O)c2cccs2)c2ccc(C(C)C)cc2)cc1OC (configuration not stated),i,i,-2,i,i,i,i,-2,-4,i,i
COc1ccc(NC(=O)Cn2nnc(C(=O)NCc3ccc4c(c3)OCO4)c2N)cc1,i,i,-7,i,i,i,i,-6,7,i,i
CC(=O)N(C(C)=O)c1nc(-c2ccccc2)cn1/N=C/c1ccccc1,i,i,-11,i,i,i,i,2,-5,i,i
COCCCNC(=O)CSc1nc2ccccc2c(=O)n1CCc1ccc(S(N)(=O)=O)cc1,i,i,-16,i,i,i,i,9,13,i,i
O=C(c1ccc2c(c1)CCN2S(=O)(=O)c1ccccc1)N1CCN(c2ccc(F)cc2)CC1,i,i,-9,i,i,i,i,-9,16,i,i
COC(=O)c1sccc1NC(=O)c1c(Cl)cnn1C,i,i,-7,i,i,i,i,6,6,i,i
CC(=O)c1sc2nsc(SCCN3CCCC3)c2c1N,i,i,-11,i,i,i,i,6,4,i,i
O=C(O)c1ccc(Nc2cccc(F)c2)c([N+](=O)[O-])c1,i,i,-7,i,i,i,i,-5,1,i,i
COc1ccc(S(=O)(=O)N2CCOC2CNC(=O)C(=O)NCCCc2ccccc2)cc1 (configuration not stated),i,i,-7,i,i,i,i,5,-13,i,i
c1coc(-c2ccnc3ncnn23)c1,i,i,-4,i,i,i,i,-18,-3,i,i
Cc1cc(NC(=O)c2cc(-c3cccc(OCC(C)C)c3)nc3ccccc23)no1,i,i,-19,i,i,i,i,-5,-3,i,i
O=C(N/N=C/c1sc(=O)[nH]c1-[n+]1ccc2ccccc2c1)c1ccccc1[O-],i,i,-8,i,i,i,i,6,1,i,i

# Carrying on:
SMILES,KCNQ1 act,TMEM16A inh,hERG protect,TMEM16A act,RGS4 act,KCNK3 block,RGS4 inh,HDAC3 inhib,SKKanGAS inh,KCNQ1 block,KCNK9 inh
N#C/C(=C\c1ccccc1OCC(=O)O)c1nc2ccccc2[nH]1,i,i,-1,i,i,i,i,1,0,i,i
Nc1nc(Br)c2ccccc2c1-c1ccccc1,i,i,-13,i,i,i,i,-4,15,i,i
O=C(NC1CCCC1)c1ccc(Br)o1,i,i,4.6*,i,i,i,i,-6,1,i,i
Cc1cc(S(=O)(=O)Nc2c(C)nn(C)c2C)c(Cl)cc1Cl,i,i,-7,i,i,i,i,0,1,i,i
Cc1ccc2nc(N3CCN(c4ccccc4)CC3)c(C=O)c(=O)n2c1,i,i,-5,i,i,i,i,2,-1,i,i
c1ccc(CC2CCN(Cc3ccccn3)CC2)cc1,i,i,-8,i,i,i,i,-4,-6,i,i
O=C(OCc1ccc(O)cc1)c1c(-c2ccsc2)oc2ccc(N3CCOCC3)cc12,i,i,-4,i,i,i,i,5,39,i,i
O=C(N/N=C\c1cccnc1)c1cc(-c2ccccc2)nc2c(Cl)cccc12,i,i,-28,i,i,i,i,·,2,i,i
Cc1nn(-c2nnc(NCc3ccccc3)nn2)c(C)c1Br,i,i,-4,i,i,i,i,1,-12,i,i
COn1c(-c2ccc(Cl)cc2Cl)nc2ncccc21,i,i,-8,i,i,i,i,3,1,i,i
O=C(O)c1ccc(NC(=O)c2ccc(COc3ccccc3)o2)cc1,i,i,-10,i,i,i,i,9,7,i,i
Cc1ccc(C(=O)NNC(=O)Cn2ccc(C(F)(F)F)n2)o1,i,i,-11,i,i,i,i,1,3,i,i
N#C/C(C(=O)NCc1ccco1)=C1/SC=C(c2ccccc2)N1c1ccccc1,i,i,-7,i,i,i,i,-4,2,i,i
O=C(Nc1cc2c(cc1Br)OCCO2)c1cccs1,i,i,-4,i,i,i,i,2,-5,i,i
O=S(=O)(c1cccc(Br)c1)N1CCN(CCc2ccccc2)CC1,i,i,-12,i,i,i,i,-3,-19,i,i
CCCCc1c(O)nc(SCC(=O)N2CCCCCC2)[nH]c1=O,i,i,-2,i,i,i,i,3,-3,i,i
CC(=O)Nc1cccc(NC(=O)c2cccc(-c3ccc(O)cc3)c2)c1,i,i,-6,i,i,i,i,4,9,i,i
Cc1ccc(-n2c(=O)cc(N3CCN(C(=O)c4ccco4)CC3)[nH]c2=O)cc1,i,i,-9,i,i,i,i,-10,-2,i,i
CCn1c(CNC(=O)c2ccco2)nnc1SCC(=O)Nc1cccc(F)c1,i,i,-3,i,i,i,i,4,-2,i,i
COc1ccc(NC(=O)c2ccc(NC(=O)c3cccs3)cc2)cc1,i,i,-2,i,i,i,i,-5,-7,i,i
COc1ccc(S(=O)(=O)Nc2cc(C)cc(C)n2)c2ccccc12,i,i,-5,i,i,i,i,?,-3,i,i
CCN(CC)S(=O)(=O)c1ccc(Cl)c(C(=O)NC2CCN(Cc3ccccc3)CC2)c1,i,i,-3,i,i,i,i,-9,-7,i,i

# From PubChem
